Screening data as filed in PubChem BioAssay.
ERp5 inh = blocks human ERp5 reductase activity on insulin. Q15084. ERp5 insulin aggregation, absorbance 650 nm, 90 min. inhibition, % at 9.99 µM. 0.05% of 350,000 active. AID 651711;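 active = mean replicate inhibition above about 25%, with every replicate also reaching it, limit read from the data, passing the limit was not always enough; inconclusive = only one of those two criteria met; inactive = neither criterion met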
Target sequence (Q15084 whole entry, looked up): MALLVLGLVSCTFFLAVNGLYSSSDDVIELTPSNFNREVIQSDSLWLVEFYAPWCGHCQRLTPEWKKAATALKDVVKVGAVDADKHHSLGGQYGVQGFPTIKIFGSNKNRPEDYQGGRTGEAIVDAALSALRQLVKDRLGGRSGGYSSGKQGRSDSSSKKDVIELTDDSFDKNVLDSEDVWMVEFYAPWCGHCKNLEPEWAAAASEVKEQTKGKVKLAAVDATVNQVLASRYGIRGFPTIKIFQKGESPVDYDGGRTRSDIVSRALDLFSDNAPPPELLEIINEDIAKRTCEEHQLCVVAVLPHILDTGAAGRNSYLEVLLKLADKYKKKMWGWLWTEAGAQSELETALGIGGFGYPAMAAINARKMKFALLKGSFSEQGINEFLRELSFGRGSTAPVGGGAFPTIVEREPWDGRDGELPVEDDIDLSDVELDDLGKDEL
Cneo AK release = causes C. neoformans cell lysis. adenylate kinase release luminescence, 4 h; normalised: neutral wells 0, clomiphene wells 100. AID 651654. lysis activity, % at 15 µM. 0.2% of 360,000 active;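 active = mean lysis activity across replicates of at least 80%, whatever share of replicates individually reach that level; inactive = mean lysis activity below 80%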
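Test system: log-phase Cryptococcus neoformans yeast cells; Quantity: yeast cell density of 5 × 10^6 cells/mL; Buffer or medium: YPD; Doses: single compound concentration per well; Timing: 4 h at 37 °C static, read 1 h later; Measured by: AK luminescence; Read-out basis: lysis from increased AK signal; Control set: Clomiphene as positive control.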
C2C12 statin = protects C2C12 myotubes from simvastatin toxicity | ATP luminescence, 48 h; scaled: DMSO 0, geranylgeraniol control 100 | rescue of ATP level, % at 7.49 µM | 0.78% of 330,000 active;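 active = mean ATP rescue above about 67%, or every replicate alone reaching that limit, limit read from the data, passing the limit was not always enough; inconclusive = no clear call, values can overlap the other calls; inactive = mean under the limit and some replicate under it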;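 also: myotubes were challenged with 10 µM simvastatin during compound exposure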
esBAF inh = blocks esBAF chromatin remodeling in mouse ES cells; reporter increase, % at 12.5 µM; Bmi1-luciferase knock-in reporter, 24 h; 100% = twice the neutral-well signal; 2% of 350,000 active; in the data active = activation above about 40%; inconclusive = no clear call, values can overlap the other calls;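 also: 0% = median of the plate's neutral control wells and 100% = double that signal; a rise in the Bmi1 reporter signal indicates esBAF inhibition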
SIRT5 block = inhibitors of human sirtuin-5 desuccinylase. Purified SirT5, succinyl-peptide AMC, trypsin-coupled fluorescence. inhibition, % at 15 µM. 1.1% of 330,000 active; in the data active = inhibition above about 15%; inconclusive = no clear call, values can overlap the other calls
Target sequence (Q9NXA8 whole entry, looked up): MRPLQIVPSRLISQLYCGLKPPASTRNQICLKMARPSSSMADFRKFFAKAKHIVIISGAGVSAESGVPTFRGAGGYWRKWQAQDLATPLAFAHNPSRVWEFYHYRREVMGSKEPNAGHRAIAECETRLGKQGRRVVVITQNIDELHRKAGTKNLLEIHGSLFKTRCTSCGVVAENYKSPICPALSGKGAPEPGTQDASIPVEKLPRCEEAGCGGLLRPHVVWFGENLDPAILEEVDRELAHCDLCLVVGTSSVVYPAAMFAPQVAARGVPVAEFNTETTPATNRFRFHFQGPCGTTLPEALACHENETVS
ARNT-TACC3 inh = disrupts binding between human ARNT and TACC3 | Q9Y6A5 | AlphaScreen His-ARNT PAS-B/GST-TACC3 binding, luminescence; TACC3 fragment carries E629A point mutation | inhibition, % at 9.99 µM | 0.66% of 390,000 active;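 active = mean inhibition of replicates at least 50% and at least half of replicates each reaching 50%; inconclusive = half or more replicates reach 50% but mean below 50%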;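 also: 0% = complete ARNT plus TACC3 wells and 100% = ARNT alone without TACC3; many hits fall short of the cut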
miR-122 sensor = miR-122 inhibition in Huh7 cells. AID 602342. activation (reporter increase), % at 12.5 µM. Huh7 miR-122 Renilla luciferase sensor, 48 h; neutral wells = 0, positive control = 100. 0.3% of 340,000 active;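 active = mean replicate activation score at least 90 and every replicate individually at or above 90; inconclusive = only one of the two criteria met; inactive = neither criterion met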;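 also: higher luciferase means less miR-122 activity so hits act as miR-122 inhibitors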
Numbers without * were called inactive; u = inconclusive; x = no result given; & = joins results of further samples; [ ] = another dose, or the depositor's remark.

SMILES	ERp5 inh	Cneo AK release	C2C12 statin	esBAF inh	SIRT5 block	ARNT-TACC3 inh	miR-122 sensor
COc1ccc(CCNC(=O)c2oc3ccc(OC)cc3c2C)cc1	2	0	2	7	-2	17	x
Cc1cccc(C)c1NC(=O)C(=O)NCC1CCCN1S(=O)(=O)c1ccccc1 (configuration not stated)	3	-1	0	0	-2	0	x
CN(CC(=O)Nc1ccc(F)c(F)c1F)C(=O)C1CCCO1 (configuration not stated)	4	0	-5	-3	-4	7	x
C[C@@H]1CN([C@@H](C)CO)C(=O)Cc2cc(NC(=O)Nc3ccc4c(c3)OCO4)ccc2O[C@@H]1CN(C)C(=O)Nc1cccc2ccccc12	1	-3	0	0	11	x	u
COC(=O)c1ccc(C(=O)OC)c(NC(=O)CCS(=O)(=O)Cc2ccccc2)c1	-6	3	3	-3	-3	-2	-1
C=CCn1c(-c2sc(-c3ccccc3)nc2C)n[nH]c1=S	5	x	x	x	-4	2	x
O=C(NCc1nc2ccccc2[nH]1)C1=C[C@@H](c2ccc3c(c2)OCO3)C[C@@H](OCc2ccc(CO)cc2)O1	-2	-1	x	x	-4	-1	x
Cc1ccc(NC(=O)CCSc2nc(C)cc(C)n2)cc1	x	1	9	5	x	-6	-10
COCC(=O)Nc1ccc2c(c1)C(=O)N(C)C[C@H](OC)[C@@H](C)CN(C)[C@@H](C)CO2	1	29	-4	-6	-3	-3	x
O=C(Nc1ccccc1Cl)c1cc(C2CCCN(C(=O)C3CCCCC3)C2)on1 (configuration not stated)	0	5	-12	14	-3	x	5
Cc1ccc(S(=O)(=O)N(C)CC(=O)N2CCC(C(N)=O)CC2)cc1	-1	-4	1	-7	0	-2	x
COc1cccc(CNC(=O)C2(C)CCCCN2C)c1 (configuration not stated)	6	-1	2	1	2	x	3
COc1ccccc1Cn1c(CCCO)nc2ccccc21	x	0	7	-9	x	-8	-1
O=C(NCC[C@H]1CC[C@H](NC(=O)C2CC2)[C@H](CO)O1)c1cnccn1	0	-6	-1	-1	-3	-15	x
CCOC(=O)C1(Cc2ccccc2C)CCCN(C(=O)c2ccc3nccnc3c2)C1 (configuration not stated)	-3	-2	-7	10	-2	4	2
NS(=O)(=O)c1ccc(NC(=S)NC(=O)C2CCCCC2)cc1	1	2	-12	9	1	-32	3
Cc1ccc(S(=O)(=O)N2CCN(C(=O)CCC(=O)NCc3ccc(F)cc3)CC2)cc1	x	0	4	-5	x	-1	-8
CCOC(=O)N1CCN(C(=O)c2cc3c(=O)n4ccccc4nc3s2)CC1	-1	-4	5	10	-7	-4	-2
NC(=O)C1(c2ccccc2)OC1c1ccccc1 (configuration not stated)	-7	1	14	11	x	7	x
Cc1ccc(SCc2nc(-c3cccnc3)no2)cc1	x	0	6	26	x	x	-6
C[C@@H]1CN([C@H](C)CO)C(=O)CCCn2nncc2CO[C@H]1CN(C)S(=O)(=O)c1ccc(C#N)cc1	-1&1	-1	-2	-1	-4&0	x	-3
COc1ccc(Cl)cc1S(=O)(=O)N(C)CC(=O)NCc1ccccn1	3	-2	5	-4	-1	0	-15
Cc1cc(C)c(CSc2ncc(-c3ccc([N+](=O)[O-])cc3)[nH]2)c(C)c1	x	-8	-14	1	x	13	-1
Cc1cccc(C(=O)Nc2ccc(N3CCN(c4ccc(C(F)(F)F)cn4)CC3)nc2)c1	0	1	-12	-6	-6	-4	x
CCCOP(=O)(c1ccccc1)c1ccccc1	-1	1	x	x	-2	3	-1
SMILES	ERp5 inh	Cneo AK release	C2C12 statin	esBAF inh	SIRT5 block	ARNT-TACC3 inh	miR-122 sensor
CC(C)(C)n1nnnc1C(c1cccs1)N(Cc1ccc(Cl)cc1)CC1CCCO1 (configuration not stated)	-7	-2	x	x	-5	x	3
COc1ccc(C=NCCc2ccc(OC)c(OC)c2)cc1OC	5	-2	38	1	6	x	-21
CCN(CC(=O)NC1CCCCC1)S(=O)(=O)c1ccc(Cl)cc1	x	0	-1	-2	x	-6	-2
C[C@@H]1CN([C@H](C)CO)C(=O)c2cc(NC(=O)Cc3ccccc3)ccc2O[C@@H]1CN(C)C(=O)Nc1ccccc1	-1	-1	-4	7	-1	-2	2[16.7 µM]
C[C@H]1CN([C@@H](C)CO)C(=O)c2cc(NS(=O)(=O)c3ccccc3)ccc2O[C@@H]1CN(C)S(=O)(=O)c1cn(C)cn1	10	1	-34	6	-4	-16	1[16.7 µM]
Cc1ccc(OC(C)C(=O)N/N=C/c2ccccn2)cc1 (configuration not stated)	10	x	x	x	-1	8	x
COc1ccc(S(=O)(=O)N2C[C@H](O)COC[C@H]3O[C@H](CC(=O)N[C@@H]4CCN(Cc5ccccc5)C4)CC[C@@H]32)cc1	-2	47	1	-4	8	-12	5[16.7 µM]
CCn1c(SCC(=O)NCC(=O)Nc2ccc(F)cc2)nnc1-c1cccs1	x	0	51	-2	x	-5	-5
Cc1ccc2nc(Cl)c3cc(C(=O)N(CCN(C)C)Cc4ccco4)sc3c2c1	-4	x	-3	-7	-1	11	-20
Cc1ccc(CC(=O)N2CCN(c3ccccn3)CC2)cc1	x	-1	62	12	x	-2	7
C[C@@H]1CN([C@@H](C)CO)S(=O)(=O)c2ccc(C#CC3CC3)cc2O[C@H]1CN(C)C(=O)C1CCC1	-10	0	-1	3	1	9	27[16.7 µM]
C[C@H]1CCCCO[C@@H](CN(C)S(=O)(=O)c2ccc(F)cc2)[C@@H](C)CN([C@@H](C)CO)C(=O)c2cc(NC(=O)Nc3ccc4c(c3)OCO4)ccc2O1	-3&-8	-1	12	2	0	x	-12
O=C(Nc1nc2ccccc2[nH]1)c1cccc(F)c1	1	-4	7	-15	-2	-17	-9
C[C@H]1CN([C@@H](C)CO)S(=O)(=O)c2ccc(C#CCC3CCCC3)cc2O[C@@H]1CN(C)C(=O)c1cnccn1	1	49	-4	-2	4	5	39[16.7 µM]
COc1cc(NC(=O)C2CCN(S(=O)(=O)c3ccc4c(c3)CC(C)N4C(C)=O)CC2)cc(OC)c1OC (configuration not stated)	-4	-4	4	-4	-3	9	0
CCN(CC(=O)Nc1c(F)cccc1F)C(=O)/C=C/c1ccc(C)o1	-4	0	-8	x	1	7	x
C[C@H]1CCCCO[C@@H](CN(C)C(=O)Nc2ccc3c(c2)OCO3)[C@@H](C)CN([C@@H](C)CO)C(=O)c2cc(NC(=O)C3CCCCC3)ccc2O1	3	-2	x	5	4	-3	-7[16.7 µM]
Cc1ccc(C)c(S(=O)(=O)N2CCCCC2CCNC(=O)C(=O)NCCc2ccco2)c1 (configuration not stated)	13	5	16	1	-4	-12	x
O=C(Nc1nc(-c2nc3ccccc3s2)cs1)C1CC1	1	-8	17	30	1	-8	-13
Cc1ccc(-c2ccc(CN3C(CC(C)C)C(=O)N(Cc4cn(CC5CCCCC5)nn4)CCS3(=O)=O)cc2)cc1 (configuration not stated)	3	0	5	10	-2	x	8
CCn1c(=O)cc(SCC(=O)Nc2ccc3c(c2)OCCO3)c2ccccc21	x	-2	15	8	x	-1	-12
C[C@@H]1CCCCO[C@H](CN(C)Cc2ccc(Cl)c(Cl)c2)[C@H](C)CN([C@@H](C)CO)C(=O)c2cc(NC(=O)NC3CCCCC3)ccc2O1	1	-2	-23	-5	-1	0	-6[16.7 µM]
CS(=O)CC(O)(c1ccc(F)cc1)C1CC1 (configuration not stated)	3	-3	-7	-4	11	x	-2
CC1CN(C(=O)/C=C/c2ccc([N+](=O)[O-])s2)CC(C)O1 (configuration not stated)	2	x	x	x	4	-12	x
O=S(=O)(Cc1ccccc1)N1CCN(Cc2ccc3c(c2)OCO3)CC1	x	0	x	x	x	-2	-5

Reprinted from the listing (2 entries):
SMILES	ERp5 inh	Cneo AK release	C2C12 statin	esBAF inh	SIRT5 block	ARNT-TACC3 inh	miR-122 sensor
C[C@H]1CN([C@@H](C)CO)C(=O)c2cc(NS(=O)(=O)c3ccccc3)ccc2O[C@@H]1CN(C)S(=O)(=O)c1cn(C)cn1	10	1	-34	6	-4	-16	1[16.7 µM]
Cc1ccc(OC(C)C(=O)N/N=C/c2ccccn2)cc1 (configuration not stated)	10	x	x	x	-1	8	x

The results go on:
SMILES	ERp5 inh	Cneo AK release	C2C12 statin	esBAF inh	SIRT5 block	ARNT-TACC3 inh	miR-122 sensor
Clc1ccc2noc(-c3ccccc3)c2c1	-7	1	9	-5	-1	-1	1
O=C(CCN1CCCCC1)N[C@H]1CC[C@@H](CCn2cc(-c3ccccc3)nn2)O[C@H]1CO	0	0	10	-1	-2	-5	x
O=C(O)C[C@@H]1C[C@H]2c3cc(NC(=O)Nc4ccccc4F)ccc3O[C@H]2[C@@H](CO)O1	1	2	1	1	1	-4	-3[16.7 µM]
CCOC(=O)c1cc(CN2CCOCC2)oc1-c1ccccc1	x	1	x	-3	x	3	-3
Cc1ccc(S(=O)(=O)N2CCN(C(=O)CCCOc3ccc(Cl)cc3C)CC2)cc1	-1	x	-8	0	-2	-2	x
CC(C)[C@H](NC(=O)c1ccco1)C(=O)OCC(=O)Nc1cccc(F)c1	1	x	x	x	-37	-3	x
O=C(COC(=O)Cn1cnc2ccccc21)Nc1ccc(Br)cc1	-1	0	0	-8	x	x	-6
Cc1ccc(C(=O)NCCC2=CCCCC2)cc1S(=O)(=O)N1CCCCC1	-5	0	26	x	-1	-1	x
C=CCOC(=O)C1=C[C@@H](c2csc3ccccc23)C[C@@H](OCCCCO)O1	x	-1	-4	-6	x	-3	0
O=C(NCC[C@H]1CC[C@H](NS(=O)(=O)c2ccc(Oc3ccccc3)cc2)[C@@H](CO)O1)C1CC1	2	-3	20	0	2	-5	x
Cc1cccc(C)c1NC(=O)NNC(=O)c1cc(C(C)(C)C)nn1Cc1ccccc1	5	x	11	-4	-1	20	x
COc1ccc(-c2cnc3c(c2)C(=O)N([C@H](C)CO)C[C@@H](C)[C@@H](CN(C)Cc2cccnc2)O3)cc1	1	5	-7	-1	0	37	-5[16.7 µM]
Cc1cc(C)c(C)c(S(=O)(=O)NCc2ccc(C(=O)NCC3CCCO3)cc2)c1C (configuration not stated)	6	2	3	-8	-4	-5	x
Nc1ccc(Cn2ccc3c4c(N)nc(N)nc4ccc32)cc1	-5	x	x	x	1	-5	3
CN(C)CCCNC(=O)[C@H]1[C@H](CO)[C@H]2Cn3c(ccc(C4=CCCCC4)c3=O)[C@@H]1N2Cc1cocn1	3	2	0	3	-37	12	2[16.7 µM]
CC(=O)Nc1ccc(NC(=O)C(C)OC(=O)C23CC4CC(CC(Cl)(C4)C2)C3)cc1 (configuration not stated)	-3	-1	-4	2	1	-4	-9
NC(=O)N/N=C/c1c(Sc2nnnn2-c2ccccc2)nc2ccccn2c1=O	4	x	-18	21	-2	-16	-11
CN(C)Cc1cn(CC[C@H]2CC[C@H](NS(=O)(=O)c3ccc(-c4ccccc4)cc3)[C@H](CO)O2)nn1	1	-6	2	6	-2	12	-12[16.7 µM]
CN1CCCC1=Nc1c2c(nc3ccccc13)N(C)CC2	4	x	x	x	1	-6	x
Cc1ccc(NS(=O)(=O)c2ccc(-n3cccn3)cc2)cc1F	1	2	11	4	-1	-6	31
O=C(CCS(=O)(=O)c1cc(Br)cc2c1N(C(=O)C1CC1)CC2)NCC1CCCO1 (configuration not stated)	x	0	x	5	x	5	-2
COc1ccc(OC)c(C2c3c(oc4ccccc4c3=O)C(=O)N2CCCN(C)C)c1 (configuration not stated)	x	5	x	20	x	1	-4
COc1cc(C(C)=O)ccc1OCC(=O)N(CCC1=CCCCC1)c1c(N)n(Cc2ccccc2)c(=O)[nH]c1=O	9	2	x	x	-1	4	x
C[C@@H]1CN([C@@H](C)CO)S(=O)(=O)c2ccc(C#Cc3ccc(F)cc3)cc2O[C@@H]1CN(C)C(=O)NC1CCCC1	15	0	31	-1	7	0	-3[16.7 µM]
COc1ccc(NC(=O)N(C)C[C@@H]2Oc3c(NC(=O)Nc4ccccc4)cccc3C(=O)N([C@H](C)CO)C[C@H]2C)cc1	2	0	37	-1	7	0	-3[16.7 µM]
O=c1[nH]nc(Cc2ccc(-c3cccc(Cl)c3)o2)c2ccccc12	x	0	x	-32	x	3	2
